# Vc quorum ag: quorum light induction in luxS cqsA deficient V. cholerae. V. cholerae BH1578 lux reporter, luminescence, 6 h. activation, % at 18.7 µM. 0.16% of 350,000 active. AID 588436; in the data active = activation mostly above about 9.7%, no sharp cut-off; inconclusive = no clear call, values can overlap the other calls; inactive = mostly below about 3.7%; note: not every result past the cut was called active; inactives centre near 0; reference of the scale not given here
# DUSP3 inh: inhibitors of human VHR1 phosphatase (DUSP3); recombinant VHR phosphatase, pNPP absorbance; 0.52% of 290,000 active; P51452; inhibition, % at 13.3 µM; in the data active = inhibition above about 50%; note: some compounds called inactive have numbers as strong as hits
# Target sequence (P51452 whole entry, looked up): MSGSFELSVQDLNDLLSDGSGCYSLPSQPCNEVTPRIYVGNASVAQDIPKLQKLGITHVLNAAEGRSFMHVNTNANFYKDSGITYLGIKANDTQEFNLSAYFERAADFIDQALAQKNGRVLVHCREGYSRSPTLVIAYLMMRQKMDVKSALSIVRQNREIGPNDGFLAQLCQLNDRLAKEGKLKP
# PriA SSB inh: inhibitors of Klebsiella pneumoniae PriA binding to SSB C-terminal tail. AlphaScreen SSBct-PriA binding, biotinylated peptide. inhibition, % at 33 µM. 0.6% of 430,000 active. AID 1272365; in the data active = inhibition mostly above about 37%, no sharp cut-off; inactive = mostly below about 20%;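 note: plate controls were negative control peptide for no effect and reference peptide for full effect; strong numbers were not always called active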
# BoNT-A LC inh2: blocks Botulinum neurotoxin A light chain protease; multiplex microsphere protease substrate cleavage, flow cytometry; inhibition, % at 10 µM; 0.17% of 360,000 active; AID 588499; note: plate controls were buffer without enzyme for full effect and enzyme alone for no effect
# CCHFV vOTU inh: CCHFV vOTU protease inhibition; Pep-AMC fluorescence; inhibition, % at 11.5 µM; 0.55% of 370,000 active; AID 651958; in the data active = inhibition above about 30%; note: 0% = vehicle wells with enzyme and 100% = no enzyme wells
# TcdB GH inh: TcdB glycohydrolase inhibition | TcdB glycohydrolase enzymatic assay, plate reader | inhibition, % at 9.99 µM | 0.24% of 350,000 active | AID 652162; in the data active = inhibition above about 10%
# PfHsp40 rescue: rescue of PfHsp40-mediated yeast toxicity. S. cerevisiae expressing PfHsp40, growth rescue, ATP luminescence. growth rescue, % at 12.5 µM. 0.68% of 340,000 active. AID 504582; in the data active = growth rescue above about 28%, passing the limit was not always enough; inconclusive = no clear call, values can overlap the other calls;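 note: yeast W303a lacking pdr1 and pdr3 grown in galactose medium; growth measured after three days at 30 °C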
# Yp Topo-I inh: blocks Yersinia pestis topoisomerase I activity; Y. pestis Topo-I cleavage product accumulation, plate reader; activity, % at 10 µM; 0.064% of 360,000 active; AID 504884; in the data active = activity above about 50%, passing the limit was not always enough; inconclusive = no clear call, values can overlap the other calls; note: inactives centre near 2
# 3CLpro inhibitor: SARS-CoV 3CLpro protease inhibition; inhibition, % at 6 µM; 0.14% of 290,000 active; AID 1706; P0C6X7; recombinant SARS-CoV 3CLpro, quenched FRET peptide cleavage; in the data active = inhibition above about 12%
# Anthrax LF inh2: blocks Bacillus anthracis lethal factor protease; inhibition, % at 10 µM; AID 588501; multiplex microsphere protease cleavage assay, LF; 0.12% of 360,000 active; P15917; note: plate controls were buffer without enzyme for full effect and enzyme alone for no effect
# Target sequence (P15917 whole entry, looked up): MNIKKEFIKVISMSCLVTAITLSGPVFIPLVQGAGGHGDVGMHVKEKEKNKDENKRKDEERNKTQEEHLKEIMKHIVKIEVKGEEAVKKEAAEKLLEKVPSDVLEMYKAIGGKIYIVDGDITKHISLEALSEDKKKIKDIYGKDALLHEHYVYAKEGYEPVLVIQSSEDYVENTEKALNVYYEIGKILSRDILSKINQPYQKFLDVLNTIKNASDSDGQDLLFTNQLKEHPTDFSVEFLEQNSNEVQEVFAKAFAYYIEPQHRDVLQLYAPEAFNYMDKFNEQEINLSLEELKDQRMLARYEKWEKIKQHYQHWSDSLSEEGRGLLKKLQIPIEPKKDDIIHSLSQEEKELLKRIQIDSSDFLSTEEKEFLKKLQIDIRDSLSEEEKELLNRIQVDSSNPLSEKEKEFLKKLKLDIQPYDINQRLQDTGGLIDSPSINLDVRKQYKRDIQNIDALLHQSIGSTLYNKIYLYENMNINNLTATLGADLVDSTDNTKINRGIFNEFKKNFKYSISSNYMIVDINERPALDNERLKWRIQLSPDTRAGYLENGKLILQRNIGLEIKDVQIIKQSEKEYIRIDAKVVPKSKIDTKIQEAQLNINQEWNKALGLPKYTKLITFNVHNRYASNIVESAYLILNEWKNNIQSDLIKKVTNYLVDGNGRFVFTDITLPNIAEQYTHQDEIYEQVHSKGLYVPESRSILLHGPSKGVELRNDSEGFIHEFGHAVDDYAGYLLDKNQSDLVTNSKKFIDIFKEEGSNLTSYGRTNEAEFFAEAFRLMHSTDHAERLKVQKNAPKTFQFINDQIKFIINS
# Active calls of the source: *; i = inactive; ? = inconclusive; . = no result given; & = joins results of further samples. Cut-off read from the data, not from the text of the source, unless noted: active = inhibition above about 30%; inconclusive = no clear call, values can overlap the other calls; inactive = below that. This is a subset; rates above refer to the full screens.
1: O=C(c1cccc(NS(=O)(=O)c2cccc([N+](=O)[O-])c2)c1)N1CCOCC1
2: O=c1cc(-c2ccc([N+](=O)[O-])cc2)nc2cc(-c3ccc(F)cc3)[nH]n12
3: COc1ccc(-c2sc3ccc(N4CCOCC4)cc3c2C#CCO)cc1
4: Cn1nc(C(=O)N2CCc3ccccc3C2)c2ccccc2c1=O
5: COc1ccc(NC(=O)CCS(=O)(=O)c2ccc(Cl)cc2)cc1
6: CCOc1ccccc1N(C(=O)c1ccccc1Cl)C1=NC(C)(C)CS1
screen / no.	1	2	3	4	5	6
Vc quorum ag	-0.2	0.9	-0.2	-3.4	0.1	-0.3
DUSP3 inh	32	-1	.	-23	-15	9
PriA SSB inh	-3	-7	-13	-6	4	-23
BoNT-A LC inh2	-0.9	0.1	0.4	-0.5	0.7	-0.5
CCHFV vOTU inh	18	20	2	-5	7	7
TcdB GH inh	1.0	0.4	1.5	.	0.2	1.2
PfHsp40 rescue	-0.1	-1.0	1.9	-0.5	-1.5	0.0
Yp Topo-I inh	7	2	-5	-3	-5	23
3CLpro inhibitor	-2	-3	.	3	1	7
Anthrax LF inh2	0	0	-10	-4	0	4

7: CC(=O)c1ccc(OC(=O)CN2C(=O)c3ccccc3C2=O)cc1
8: O=C(NCC1CCCO1)c1ccc(N2C(=O)C3CCCCC3C2=O)cc1 (stereo not given)
9: CCOC(=O)CSc1nc2c(sc(=S)n2-c2ccccc2OC)c(=O)n1Cc1ccco1
10: CCOc1nc(CC(C)C)c2c(c1C#N)CC(C)(C)OC2
11: Cc1ccc(CN2CCSc3ccc(C(=O)NCCCN4CCN(C)CC4)cc32)cc1
12: CC1=C(C(=O)Nc2nc3ccccc3s2)C(c2ccco2)C(C#N)=C(SCC(=O)NC2CCCCC2)N1 (stereo not given)
screen / no.	7	8	9	10	11	12
Vc quorum ag	1.8	-0.3	i	i	-0.3	-0.4
DUSP3 inh	-6	-4	-1	13	8	-13
PriA SSB inh	4	5	9	-8	22	9
BoNT-A LC inh2	-2.2	-3.3	-0.9	-0.9	0.2	0.3
CCHFV vOTU inh	5	1	7	-3	-171	1
TcdB GH inh	1.0	0.3	.	0.3	2.0	-11
PfHsp40 rescue	0.6	1.3	0.2	-0.2	-0.6	-1.2
Yp Topo-I inh	5	-1	8	0	-5	-6
3CLpro inhibitor	12	1	1	0	-4	7
Anthrax LF inh2	5	-1	-3	-5	-5	-2

# A second format for part of the listing above.
no. | structure | Vc quorum ag | DUSP3 inh | PriA SSB inh | BoNT-A LC inh2 | CCHFV vOTU inh | TcdB GH inh | PfHsp40 rescue | Yp Topo-I inh | 3CLpro inhibitor | Anthrax LF inh2
6 | CCOc1ccccc1N(C(=O)c1ccccc1Cl)C1=NC(C)(C)CS1 | -0.3 | 9 | -23 | -0.5 | 7 | 1.2 | 0.0 | 23 | 7 | 4
9 | CCOC(=O)CSc1nc2c(sc(=S)n2-c2ccccc2OC)c(=O)n1Cc1ccco1 | i | -1 | 9 | -0.9 | 7 | . | 0.2 | 8 | 1 | -3
11 | Cc1ccc(CN2CCSc3ccc(C(=O)NCCCN4CCN(C)CC4)cc32)cc1 | -0.3 | 8 | 22 | 0.2 | -171 | 2.0 | -0.6 | -5 | -4 | -5

# Other structures follow.
13: CCCCC[C@H]1CN(CCCC)C(=O)[C@@H]1CC(=O)NCc1ccc(OC)cc1
14: O=C(NCc1ccncc1)C1CCN(C(=O)c2cccc(Cl)c2)CC1
15: Cn1cc(S(=O)(=O)N2CCN(c3ccccc3F)CC2)c(=O)n(C)c1=O
16: O=C(c1ccc2c(c1)OCO2)N1CCCN(C(=O)c2ccc3c(c2)OCO3)CC1
17: COc1ccc(NS(=O)(=O)c2cccc(C(=O)N3CCOCC3)c2)cc1
18: CN(C)c1ccc(C(=O)N2CCN(C(=O)C3CCCO3)CC2)cc1 (stereo not given)
screen / no.	13	14	15	16	17	18
Vc quorum ag	-0.9	-0.5	-0.3	-2.2	-0.3	i
DUSP3 inh	17	12	53*	-2	.	.
PriA SSB inh	6	-2	-18	-7	.	-1
BoNT-A LC inh2	-0.7	-4.9	-0.8	0.5	0.3	-0.5
CCHFV vOTU inh	12	1	0	5	-11	5
TcdB GH inh	1.5	1.2	1.0	.	-2.1	-0.7
PfHsp40 rescue	1.6	1.3	0.8	0.7	.	-0.6
Yp Topo-I inh	37	-1	-8	2	-3	-2
3CLpro inhibitor	9	5	-2	-7	.	.
Anthrax LF inh2	-5	7	-2	1	1	-1

# Another view of part of the listing above:
# The line under a structure holds: Vc quorum ag	DUSP3 inh	PriA SSB inh	BoNT-A LC inh2	CCHFV vOTU inh	TcdB GH inh	PfHsp40 rescue	Yp Topo-I inh	3CLpro inhibitor	Anthrax LF inh2
15) Cn1cc(S(=O)(=O)N2CCN(c3ccccc3F)CC2)c(=O)n(C)c1=O
  -0.3	53*	-18	-0.8	0	1.0	0.8	-8	-2	-2
16) O=C(c1ccc2c(c1)OCO2)N1CCCN(C(=O)c2ccc3c(c2)OCO3)CC1
  -2.2	-2	-7	0.5	5	.	0.7	2	-7	1

# Screen by screen, from the results shown.
# CCHFV vOTU inh for entries 13–18: 12, 1, 0, 5, -11, 5

# Next section.
19: O=C(COc1ccc2c3c(c(=O)oc2c1)CCC3)NC1CCN(Cc2ccccc2)CC1
20: COCc1ccc(C(=O)N2CCCC(Nc3ccc4c(c3)OCCO4)C2)o1 (stereo not given)
21: CCOc1ccc(S(=O)(=O)N(CC(=O)NC2CCCCC2C)Cc2ccco2)cc1 (stereo not given)
22: O=C(NCc1cccs1)C1CCCN1S(=O)(=O)c1ccccc1F (stereo not given)
23: COc1cccc(C(=O)Nc2ccc3c(C)cc(=O)oc3c2)c1
24: CCOC(=O)C1CCN(Cc2ccc(OCc3ccccc3)cc2)CC1
screen / no.	19	20	21	22	23	24
Vc quorum ag	-0.2	-3.6	-0.2	1.4	i	i
DUSP3 inh	31	40	8	0	23	11
PriA SSB inh	-1	7	-4	-3	2	-8
BoNT-A LC inh2	14	-0.2	-1.3	?	1.7	-0.2
CCHFV vOTU inh	-6	18	18	-1	7	5
TcdB GH inh	0.2	0.1	1.1	.	-0.1	1.6
PfHsp40 rescue	-1.4	-1.0	-0.5	0.3	-0.8	2.3
Yp Topo-I inh	0	13	-4	-2	-3	28
3CLpro inhibitor	-2	-4	0	-2	1	-4
Anthrax LF inh2	8	0	-4	-3	2	13

25: COc1ccc(S(=O)(=O)n2cnc3ccccc32)cc1
26: O=C(C[C@@H]1C[C@H]2c3cc(NC(=O)NC4CCCCC4)ccc3O[C@H]2[C@H](CO)O1)NC1CCCCC1
27: C/C=C/c1ccc(OCC(=O)N(C)CC(=O)Nc2ccc(F)cc2)c(OC)c1
28: C[C@H](CO)N1C[C@H](C)[C@@H](CN(C)S(=O)(=O)c2ccc(F)cc2)Oc2c(NC(=O)Nc3ccc4c(c3)OCO4)cccc2C1=O
29: C=CCn1c(C)cc(C(=O)COC(=O)c2cncc(Br)c2)c1C
30: Cc1cc(C)cc(C(=O)OCC(=O)NCc2cccs2)c1
screen / no.	25	26	27	28	29	30
Vc quorum ag	0.9	-0.4	-4.2	i	i	i
DUSP3 inh	18	.	.	.	.	-2
PriA SSB inh	1	.	0	-3	3	-11
BoNT-A LC inh2	-0.6	-0.5	2.6	0.3	-0.4	-0.3
CCHFV vOTU inh	-6	-7	18	5	8	12
TcdB GH inh	-0.2	1.5	0.4	0.8&0.8	0.3	-4.0
PfHsp40 rescue	2.5	.	1.8	1.6	-0.9	0.7
Yp Topo-I inh	0	-10	3	15	18	-1
3CLpro inhibitor	2	.	.	.	.	2
Anthrax LF inh2	13	-3	-1	0	-6	-1

# Single records, as listed above:
# `O=c1cc(-c2ccc([N+](=O)[O-])cc2)nc2cc(-c3ccc(F)cc3)[nH]n12` is listed as Vc quorum ag = 0.9; DUSP3 inh = -1; PriA SSB inh = -7; BoNT-A LC inh2 = 0.1; CCHFV vOTU inh = 20; TcdB GH inh = 0.4; PfHsp40 rescue = -1.0; Yp Topo-I inh = 2; 3CLpro inhibitor = -3; Anthrax LF inh2 = 0
# `CC1=C(C(=O)Nc2nc3ccccc3s2)C(c2ccco2)C(C#N)=C(SCC(=O)NC2CCCCC2)N1` (stereo not given) is listed as Vc quorum ag = -0.4; DUSP3 inh = -13; PriA SSB inh = 9; BoNT-A LC inh2 = 0.3; CCHFV vOTU inh = 1; TcdB GH inh = -11; PfHsp40 rescue = -1.2; Yp Topo-I inh = -6; 3CLpro inhibitor = 7; Anthrax LF inh2 = -2

# Next part
31: O=C(Oc1ccc2ccc(=O)oc2c1)c1ccco1
32: O=C(O)C1NCCc2ccccc21 (stereo not given)
33: Cn1c(-c2ccc3ccccc3n2)[n+](C)c2ccccc21
34: Cc1nnc(SCC(=O)N2c3ccccc3CC2C)s1 (stereo not given)
35: CCCn1c(C)cc(C(=O)COC(=O)CN=C2NS(=O)(=O)c3ccccc32)c1C
36: Cc1cc(-c2nnnn2-c2cc(Cl)cc(Cl)c2)no1
screen / no.	31	32	33	34	35	36
Vc quorum ag	i	i	-0.4	-2.6	-0.3	-0.1
DUSP3 inh	-9	13	-10	-1	6	-20
PriA SSB inh	8	-14	-6	-11	13	-13
BoNT-A LC inh2	1.1	-0.6	3.1	0.1	-0.6	4.1
CCHFV vOTU inh	-402	-3	3	10	-15	-10
TcdB GH inh	2.2	.	0.9	.	.	-0.1
PfHsp40 rescue	1.2	-0.8	0.5	-1.5	-1.2	-1.1
Yp Topo-I inh	3	2	1	-7	15	-7
3CLpro inhibitor	6	-6	2	-6	-3	-2
Anthrax LF inh2	-4	-3	-1	-4	-1	4

37: Cc1cc(=O)oc2cc(OCC(=O)Nc3ccc(S(=O)(=O)N(C)C)cc3)ccc12
38: Cc1onc(-c2ccccc2)c1-c1ccnn1S(=O)(=O)c1ccc(Cl)cc1
39: O=C(/C=C/c1ccco1)NC(=S)Nc1ccccn1
40: CC(=O)Nc1ccc(/C=C/c2nc3ccccc3o2)cc1
41: COc1ccc(CN2C(=O)C(CC(=O)NC3CCCC3)CC(C(=O)N(C)C)=C2C)cc1 (stereo not given)
42: Cc1ccc(NC(=O)NNc2cccc(Cl)n2)cc1
43: CN1CCn2cnc(C(=O)NCc3ccccc3)c2C1=O
44: CCc1nn(CC(=O)NCCCc2ccccc2)c(=O)c2cc3c(OC)cccc3n12
screen / no.	37	38	39	40	41	42	43	44
Vc quorum ag	i	0.0	i	i	-0.4	-1.6	-0.4	-0.4
DUSP3 inh	6	10	15	10	.	-4	.	13
PriA SSB inh	-8	-4	-8	2	.	0	.	-6
BoNT-A LC inh2	-0.9	0.6	0.0	-2.3	-0.1	0.0	-0.2	0.0
CCHFV vOTU inh	-43	4	15	-10	2	-14	-5	3
TcdB GH inh	0.3	-0.6	.	0.0	0.9	.	0.3	-0.9
PfHsp40 rescue	-0.9	-0.4	0.4	0.2	.	-0.3	.	-1.9
Yp Topo-I inh	3	0	3	0	9	-8	2	5
3CLpro inhibitor	-1	3	-5	4	.	1	.	1
Anthrax LF inh2	-8	1	-2	-14	-2	-2	0	1

# Bioassay records: PubChem BioAssay, several laboratories
